NPR2 activator – GC-B (human) receptor activation. P20594. HEK293-GC-B cells, CNP EC30, cGMP TR-FRET; 0% at EC30 CNP, 100% saturating CNP. activation, % at 10 µM. actives 0.11% (n = 370,000). AID 1920062;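 active = activation at 10 µM reaching about 35% in either raw or pattern-adjusted values, limit read from the data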
rCAG binder – r(CAG) repeat RNA binding; TO-PRO-1 dye displacement fluorescence; inhibition, % at 3 µM; actives 1.3% (n = 370,000);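 active = inhibition above the plate cutoff, the mean of all test compounds on that plate plus 3 SD, cut at about 35% in these data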;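 note: 0% = DMSO alone and 100% = 100 µM mitoxantrone as full dye displacement; higher means more dye released from RNA so lower well fluorescence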
MBD2 inh – blocks human MBD2 binding to methylated DNA; Q9UBB5; TR-FRET, MBD2 binding to methylated oligonucleotide; inhibition, % at 4.4 µM; actives 0.31% (n = 370,000); in the data active = inhibition above about 13%
SIAE primary – human SIAE inhibition, primary screen | Q9HAT2 | SIAE FP-Rh probe binding, fluorescence polarization | inhibition, % at 9.66 µM | actives 0.69% (n = 370,000) | AID 1053197;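 active = inhibition above a cutoff: mean of compounds within the control limits plus 3 SD of those, cut at about 17% in these data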;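 note: 0% = plate median of compound wells and 100% = probe without SIAE protein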
NPR1 activator – GC-A (human) enzyme activation. HEK293 GC-A cells, cGMP TR-FRET, EC30 ANP; 0% at EC30 ANP, 100% saturating ANP. actives 0.14% (n = 370,000). activation, % at 10 µM; in the data active = activation above about 40%
Target sequence (P16066 whole entry, looked up): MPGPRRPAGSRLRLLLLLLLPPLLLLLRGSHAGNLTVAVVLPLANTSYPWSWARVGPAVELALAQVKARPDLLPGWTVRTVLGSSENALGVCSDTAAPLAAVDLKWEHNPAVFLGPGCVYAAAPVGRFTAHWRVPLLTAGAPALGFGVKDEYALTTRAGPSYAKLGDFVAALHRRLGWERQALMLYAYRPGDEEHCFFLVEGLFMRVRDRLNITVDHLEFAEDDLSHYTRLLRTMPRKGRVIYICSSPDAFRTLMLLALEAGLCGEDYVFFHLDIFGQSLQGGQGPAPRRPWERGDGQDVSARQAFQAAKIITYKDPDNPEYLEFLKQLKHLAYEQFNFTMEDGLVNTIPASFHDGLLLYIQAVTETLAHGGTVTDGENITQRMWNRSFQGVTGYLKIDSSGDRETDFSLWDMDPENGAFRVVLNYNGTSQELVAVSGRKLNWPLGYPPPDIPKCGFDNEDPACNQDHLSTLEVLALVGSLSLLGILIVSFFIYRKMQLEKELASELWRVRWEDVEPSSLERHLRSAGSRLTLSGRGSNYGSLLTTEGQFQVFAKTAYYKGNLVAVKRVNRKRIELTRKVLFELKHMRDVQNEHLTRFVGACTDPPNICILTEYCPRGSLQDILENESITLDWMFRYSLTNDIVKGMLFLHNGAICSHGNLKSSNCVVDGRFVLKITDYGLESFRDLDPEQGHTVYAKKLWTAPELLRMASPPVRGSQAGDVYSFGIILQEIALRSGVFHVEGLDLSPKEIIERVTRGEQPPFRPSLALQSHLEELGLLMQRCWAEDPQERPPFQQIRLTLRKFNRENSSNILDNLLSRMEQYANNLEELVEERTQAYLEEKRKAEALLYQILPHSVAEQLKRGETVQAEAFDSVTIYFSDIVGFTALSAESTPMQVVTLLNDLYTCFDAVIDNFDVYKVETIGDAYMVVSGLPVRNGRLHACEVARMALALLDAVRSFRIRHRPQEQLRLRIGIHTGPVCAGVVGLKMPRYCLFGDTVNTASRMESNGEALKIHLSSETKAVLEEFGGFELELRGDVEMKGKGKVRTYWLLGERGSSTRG
TCR-CD3 inh – human TCR-CD3 binding inhibition; TAMRA-labeled TCR probe fluorescence, biochemical; inhibition, % at 9.4 µM; actives 0.37% (n = 360,000); AID 651800; in the data active = inhibition above about 19%;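 note: recombinant mutant TCR 2C K166C tagged with TAMRA read by polarization; 0% = receptor in buffer alone and 100% = receptor with positive control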
PRMT1 FP inh – blocks human protein arginine methyltransferase 1 | recombinant PRMT1, activity-based probe fluorescence polarization | inhibition, % at 2.79 µM | actives 1.3% (n = 370,000) | AID 652257;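 active = inhibition above about 21% made by adding two undisclosed values, limit read from the data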
mABHD4 FP – inhibitors of mouse ABHD4 | Q8VD66 | actives 0.54% (n = 370,000) | inhibition, % at 8.92 µM | purified mABHD4, FP-Rh probe fluorescence polarization | AID 720543;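 active = inhibition exceeding the mean over every tested compound plus 3 SD, cut at about 30% in these data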;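 note: 0% = plate median of compound wells and 100% = S159A mutant with DMSO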
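System: mouse ABHD4 enzyme, wild type / Medium: HEPES pH 7.0, NaCl, Pluronic buffer / Reagent: FP-Rh activity-based fluorescent probe / Control set: S159A mutant high control, sample median low control / Detection: fluorescence polarization with parallel and perpendicular emission, 525/598 nm / Schedule: 45 min + 60 min at 25 °C / Compound dosing: 8.92 µM, single dose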
HTRA1 inh – HTRA1 (human) protease inhibition | recombinant HTRA1, FP-rhodamine activity-based probe, fluorescence polarization | inhibition, % at 5.96 µM | actives 0.5% (n = 340,000); in the data active = inhibition above about 36%;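 note: 0% = enzyme with DMSO and 100% = wells lacking enzyme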
UHRF1 binding – blocks human UHRF1 binding to methylated DNA; Q96T88; UHRF1 binding to methylated oligo, TR-FRET; inhibition, % at 4.4 µM; actives 0.75% (n = 370,000); AID 687016; in the data active = inhibition above about 21%;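 note: UHRF1 SRA domain binding a hemimethylated CpG hairpin DNA probe; 0% = median of test compound wells and 100% = reference inhibitor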
An asterisk follows results filed as active; . = no result given. This is a subset, so the mix of outcomes need not match the whole.

Start of the data: the first 4 records, ahead of the listing:
SMILES	NPR2 activator	rCAG binder	MBD2 inh	SIAE primary	NPR1 activator	TCR-CD3 inh	PRMT1 FP inh	mABHD4 FP	HTRA1 inh	UHRF1 binding
CCCCCOc1ccc(C(=O)CCC(=O)NC(C)c2ccc(S(N)(=O)=O)cc2)cc1 (stereo unspecified)	-2	10	8	-13	0	-6	8	-30	-20	1
O=C(Nc1ccccc1N1CCOCC1)c1cccc(F)c1	-4	-5	6	-3	4	-5	2	3	7	-2
COc1ccc(NCc2nnc(SCC(=O)N3CCCc4ccccc43)n2C)cc1	-6	-6	-9	4	-6	-4	3	10	6	-4
Cc1c(NC(=O)c2ccc(CC(C)C)o2)c(=O)n(-c2ccccc2)n1C	9	-3	-3	8	2	-2	-5	-2	15	-2

All compounds of this part, from the start:
SMILES	NPR2 activator	rCAG binder	MBD2 inh	SIAE primary	NPR1 activator	TCR-CD3 inh	PRMT1 FP inh	mABHD4 FP	HTRA1 inh	UHRF1 binding
CCCCCOc1ccc(C(=O)CCC(=O)NC(C)c2ccc(S(N)(=O)=O)cc2)cc1 (stereo unspecified)	-2	10	8	-13	0	-6	8	-30	-20	1
O=C(Nc1ccccc1N1CCOCC1)c1cccc(F)c1	-4	-5	6	-3	4	-5	2	3	7	-2
COc1ccc(NCc2nnc(SCC(=O)N3CCCc4ccccc43)n2C)cc1	-6	-6	-9	4	-6	-4	3	10	6	-4
Cc1c(NC(=O)c2ccc(CC(C)C)o2)c(=O)n(-c2ccccc2)n1C	9	-3	-3	8	2	-2	-5	-2	15	-2
CS(=O)(=O)N(CC(N)=O)c1ccc(F)c(Cl)c1	-1	4	1	3	-1	-1	0	-1	-2	3
Cc1n[nH]c(=O)nc1NCc1ccccc1	0	3	0	7	2	6	-1	1	-1	0
O=c1[nH]n2c(=O)c3c([nH]c2c1N=Nc1ccccc1)CCC3	-5	23	-22	5	-9	6	0	12	11	-24
CC(=O)OC1COC(n2ccc3ccccc32)C(OC(C)=O)C1OC(C)=O (stereo unspecified)	-2	-6	-4	3	-1	-4	0	-2	-10	1
CCOC(=O)C1CCN(c2c(NCc3ccc(C(=O)N(C)Cc4ccccc4)cc3)c(=O)c2=O)CC1	-10	-3	2	3	-1	-1	-1	0	2	-1
Oc1cc2c(cc1O)[C@@H](c1ccccc1)CNCC2	-4	2	1	10	-3	-1	23*	13	10	3
c1ccc(-c2ccnc3nc(-n4cccc4)nn23)cc1	2	0	-1	-2	-1	4	0	-1	-8	-4
CCOC(=O)C1CCCN(c2cc(NCCCO)c([N+](=O)[O-])c3nonc23)C1 (stereo unspecified)	-5	4	-4	-6	1	-3	1	0	.	-10
O=C(c1ccc(S(=O)(=O)N2CCCC2)cc1)N1CCN(c2cccc(Cl)c2)CC1	1	-3	-2	6	-1	2	1	0	4	-1
Cc1nc(N2CCC(C)CC2)c(C#N)c(C)c1[N+](=O)[O-]	0	-2	1	8	-1	-2	-1	-4	-1	1
COc1ccccc1OCCSc1nnnn1C1CCCCC1	8	2	-3	3	-2	-5	2	-2	34	8
CCCn1c(-c2ccc(F)cc2)cnc1SCC(=O)O	3	6	-6	-3	3	0	2	-7	2	6
CCOc1ccc2oc(=O)cc(CN3CCN(Cc4ccccc4)CC3)c2c1	-17	-7	-4	11	-15	5	-3	2	-6	-2
CC(=O)Nc1cccc(-c2ccnc3c2CC(C(=O)Nc2cccc(Oc4ccccc4)c2)O3)c1 (stereo unspecified)	0	8	0	-102	-6	1	-4	-75	.	2
CC(C)(C)NC(=O)C1c2ccccc2OCC(=O)N1Cc1ccc2c(c1)OCO2 (stereo unspecified)	-9	1	-3	1	-4	3	4	3	.	-1
COc1cccc(C(=O)OC(C)C(=O)NCC2CCCCC2)c1 (stereo unspecified)	-5	1	8	-2	-1	-3	2	-14	-4	4
CCN(CC)S(=O)(=O)c1ccc2oc(SCc3ccc(F)cc3)nc2c1	6	-2	7	4	-11	3	-2	-2	-28	8
CC1(C)Cc2c(cnn2-c2ccccc2)C(NC(=O)CCc2ccc(=O)[nH]n2)C1 (stereo unspecified)	3	-4	-4	0	-2	2	-1	-1	1	1
O=[N+]([O-])c1ccc(C(=S)N2CCN(Cc3ccccc3)CC2)cc1	5	0	0	5	-3	9	-1	2	0	0
CC1(C)Cc2[nH]c(=O)c(C#N)cc2CS1	0	3	-4	-4	7	3	2	6	3	3
CN(C(=O)COC(=O)c1n[nH]c2ccccc12)C1CCS(=O)(=O)C1 (stereo unspecified)	5	-5	1	-2	2	1	2	-4	8	2
Cc1cnccc1NC(=O)c1cccs1	5	2	4	2	-2	2	-2	9	3	2
CCCN(CC1CC1)C(=O)COC(=O)c1ccc(CNS(=O)(=O)c2ccc(F)c(Cl)c2)cc1	7	-1	5	0	1	3	-2	-2	-4	1
Cc1nnc(SCC(=O)Nc2nc3ccccc3s2)n(N)c1=O	0	1	-3	1	1	0	1	-5	-4	1
O=C1CC[C@@H]2CC3(C[C@@H]4CCN1[C@H]24)Nc1ccccc1NC3=NC1CCCCC1 (stereo partly specified)	-1	1	-1	3	-1	1	-2	2	1	-2
COc1cc(F)ccc1-c1cc(C(=O)NCc2ccc(F)cc2)[nH]n1	-2	3	-1	2	6	-11	2	-10	.	5
Cc1nn2c(N)c(-c3ccccc3)cnc2c1-c1ccc(Cl)cc1	-13	4	-2	-2	-7	7	5	8	-1	0
CCN1CCN(S(=O)(=O)c2ccc3[nH]c(=O)oc3c2)CC1	7	1	4	-3	-2	-1	-2	-4	6	-2
COC(=O)[C@H](CC(C)C)NC(=O)NCCC1=CCCCC1	1	-10	-2	2	-1	-1	-1	5	3	8
O=S(=O)(CC1NCCc2ccccc21)NCc1ccccc1 (stereo unspecified)	1	0	1	-4	0	.	-4	-3	.	0
COc1cccc(CNC(=O)CCN2C(=O)[C@@H]3Cc4ccccc4CN3C2=O)c1	4	-1	-4	-2	1	5	-1	4	2	3
O=c1c2ccccc2nc(-c2ccc(Cl)cc2)n1C1CCS(=O)(=O)C1 (stereo unspecified)	0	-3	-5	1	-3	6	-2	4	-2	1
Cc1nc2ccc(NC(=O)COc3ccccc3[N+](=O)[O-])cc2s1	-5	5	-2	4	1	2	4	2	.	0
CCOc1ccc(C(=O)NC(=S)Nc2cc(C)ccn2)cc1[N+](=O)[O-]	-13	0	2	-1	1	1	-4	-6	0	-4
CC(OC(=O)Cc1ccc(Br)cc1)C(=O)NC1CCCCC1C (stereo unspecified)	2	-11	1	-1	3	6	-2	1	-7	0
O=C(NCc1ccco1)c1cccc(C(F)(F)F)c1	1	9	-4	2	-4	11	2	-11	-7	1
Cc1ccc(C)c(N(CC(=O)Nc2ccc(-c3nc4ccc(C)cc4s3)cc2)S(C)(=O)=O)c1	-4	21	3	-5	0	20*	0	-4	-51	1
CCCc1cc(=O)oc2cc(OC(C)C(=O)NC3CC(C)(C)NC(C)(C)C3)ccc12 (stereo unspecified)	1	3	2	-3	-2	-2	6	-13	5	6
O=C(O)C1CC=CCC1C(=O)Nc1ccc(Oc2ccc(Cl)cc2)cc1 (stereo unspecified)	-2	14	1	-1	8	7	-4	3	1	-1
O=C(CN1CCCC1)Nc1cc(F)ccc1F	4	-2	2	0	-2	2	0	6	-2	0
CC1CC(C)CN(S(=O)(=O)c2ccc(C(=O)OCC(=O)NCCN3C(=O)CSC3=O)cc2)C1 (stereo unspecified)	2	5	-5	-8	0	-3	5	5	-1	2
COCCN1C(=O)C(O)=C(C(=O)c2ccco2)C1c1cccc(Oc2ccccc2)c1 (stereo unspecified)	-3	14	2	-3	3	-8	5	-1	0	-3
COc1ccc(-c2nn(-c3ccccc3)cc2C(=O)OCC(=O)c2ccc(C)c([N+](=O)[O-])c2)cc1	2	7	2	-7	1	2	-2	-10	-9	0
Cc1onc(-c2ccccc2Cl)c1C(=O)NC(=S)NCC(=O)c1ccccc1	2	3	-5	4	20	3	4	-1	-6	5
O=C(c1ccc2snnc2c1)N1CCOCC1	4	1	8	-1	3	-5	5	-5	10	4
COc1cc(C(=O)NCC(=O)N/N=C(C)\C=C\c2ccccc2)cc(OC)c1OC	0	-6	-3	0	-4	-1	-4	-4	0	-3
O=C(NCc1ccccc1F)C(=O)NCC1CCCN1S(=O)(=O)c1cccs1 (stereo unspecified)	2	2	0	-1	0	3	-2	2	-1	-6
COc1ccccc1NC(=O)C(C)N(C)Cc1ccc(Cl)s1 (stereo unspecified)	-2	-1	0	-6	-4	8	-4	-2	-15	5
CCN(CC(=O)Nc1ccccc1C(F)(F)F)C(=O)CCc1c(C)[nH]c(=O)c(C#N)c1C	2	-5	-1	-5	-1	1	0	4	-10	1
CN1CCN(C(=O)c2ccc(S(=O)(=O)c3ccc(Br)cc3)cc2)CC1	0	-8	3	3	1	0	-4	-3	-1	-3
OC[C@@H]1CN(Cc2cccnc2)C[C@H](n2cnc3c(N4CCOCC4)ncnc32)O1	0	2	2	-3	-6	-8	-1	-2	.	4
CCCS(=O)(=O)N1CCCC(C(=O)NCCc2ccc(Cl)cc2)C1 (stereo unspecified)	3	-1	4	-5	1	0	2	11	0	-1
COC(=O)C(C)NC(=S)N1CCN(c2c(F)cc3c(=O)c(C(=O)O)cn(C4CC4)c3c2OC)CC1C (stereo unspecified)	-3	-1	2	-5	-5	0	0	0	6	-2
Cc1cc(C(O)c2ncc(-c3cccc4ccccc34)[nH]2)ccc1F (stereo unspecified)	-7	1	-4	4	-7	3	-1	0	.	-1
Cc1ccc(CNc2ncnc3c2cnn3-c2ccccc2)cc1	2	1	4	-3	12	-1	0	5	-14	-2
CN[C@H]1C[C@H]2c3[nH]c4c(-c5ccccc5)cccc4c3CCN2C[C@H]1[C@H](C)O	-4	5	-7	5	0	-5	-5	7	.	-5

Going on with the list.
SMILES	NPR2 activator	rCAG binder	MBD2 inh	SIAE primary	NPR1 activator	TCR-CD3 inh	PRMT1 FP inh	mABHD4 FP	HTRA1 inh	UHRF1 binding
CCOc1[nH]n(-c2ccccc2)c(=O)c1C=Nc1ccc(OC)cc1	1	0	7	6	-6	-3	1	3	3	-4
COC(=O)NC1CCC(NC(=O)OC)CC1 (stereo unspecified)	0	1	0	-3	-2	-4	0	1	2	2
CCCCS(=O)(=O)N1CCCc2nc(-c3ccc(OC)cc3)ccc21	6	2	2	4	1	0	-5	-8	.	2
Cc1oc2c(c1C(=O)O)C(=O)c1ccccc1C2=O	-1	6	-13	-4	2	8	6	19	0	-7
Cc1ccc(N(C)C(=O)c2ccc3c(Cl)c4c(nc3c2)CCC4)cc1C	-14	1	1	-3	-26	-2	-4	-4	-63	9
Cc1ccc(NC(=O)COC(=O)Cn2cnc3c2c(=O)n(C)c(=O)n3C)cc1	-3	3	-1	5	1	1	-2	13	0	0
O=C(CSc1nnc(SCc2ccc(Cl)cc2)s1)N/N=C/c1c[nH]c2ccccc12	-9	7	1	0	-6	1	1	5	-5	-2
CC(=O)NC(C)C(=O)OCC(=O)c1ccc(Cl)s1 (stereo unspecified)	3	4	1	-1	2	-5	-1	5	4	-1
COc1cccc(CN(C)C(=O)CCN(c2ccccc2)S(=O)(=O)c2ccc(C)cc2)c1OC	-1	-8	1	-5	-5	0	-1	-2	-9	-1
N#CCCn1cc(C(=O)Nc2ccc([N+](=O)[O-])cc2)c(-c2cc3ccccc3o2)n1	-5	21	0	-9	-7	7	-1	-12	-8	1
COCC(C)n1c(SCC(=O)NC(=O)Cc2ccccc2)nc2ccccc2c1=O (stereo unspecified)	-1	-2	-1	-9	-3	1	1	0	-4	0
COC(=O)c1cc(S(=O)(=O)Nc2cccc(S(N)(=O)=O)c2)oc1C	3	2	7	6	4	-5	3	7	8	3
